# JMJD2A Tudor inh – inhibitors of human JMJD2A Tudor domain; AlphaScreen JMJD2A-Tudor / H3K4me3 peptide binding; AID 504339; 4.4% of 390,000 active; Potency, µM (top dose mostly 114 µM), inactives show at the top dose activity change, negative = inhibition, usual class: inhibitors; further: potency means the concentration at half of the fitted maximal effect; on the % scale 0 is the no-effect control and ±100 the full control effect; nearly all actives have a fitted effect of over 50% in size
# BAZ2B block – blocks human BAZ2B | Potency, µM (highest dose often 114 µM), for the others: top-dose activity change, negative = inhibition, actives largely listed as inhibitors | AlphaScreen BAZ2B-H3K14Ac peptide displacement | Q9UIF8 | 4.4% of 360,000 active | AID 504333; further: potency means the concentration at half of the fitted maximal effect; on the % scale 0 is the no-effect control and ±100 the full control effect; nearly all actives have a fitted effect of over 60% in size
#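 AlphaScreen displacement: compounds (up to 110uM) incubated 30 min at room temperature with a preformed 50 nM BAZ2B/50 nM biotinylated H3K14Ac peptide complex in PBS pH 7.4 with Tween-20. Donor and acceptor beads at 10 ug/mL final added, 20 min light-protected before reading.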
# HP1b binding inh – HP1-beta chromodomain-methylated histone interaction inhibition | AlphaScreen HP1-beta / biotin-H3K9me3 peptide binding | Potency, µM (top dose mostly 114 µM), without a hit: at the top dose activity change, negative = inhibition, most hits filed as inhibitors | 0.56% of 390,000 active; further: potency means the concentration at half of the fitted maximal effect; nearly all actives have a fitted effect of over 70% in size; inactives centre near 23
# Target sequence (P83916 whole entry, looked up): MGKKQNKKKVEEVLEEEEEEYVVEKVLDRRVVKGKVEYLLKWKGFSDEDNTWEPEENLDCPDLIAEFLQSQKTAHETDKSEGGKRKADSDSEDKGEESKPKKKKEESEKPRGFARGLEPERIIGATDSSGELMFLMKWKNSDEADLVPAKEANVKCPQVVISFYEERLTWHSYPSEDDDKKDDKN
#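 Compound inhibition of the preformed complex between 50 nM HP1-beta and 50 nM biotinylated H3K9me3 peptide was read by AlphaScreen. Buffer was PBS pH 7.4 with 0.01% Tween-20. Incubations ran 30 min at room temperature, with 10 ug/mL donor/acceptor beads.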
# PGK inhibitor – inhibitors of T. brucei phosphoglycerate kinase | P07378 | PGK/GAPDH coupled, Kinase-Glo luminescence, 60 min | Potency, µM (highest dose often 57.5 µM), inactives show at the top dose activity change, negative = inhibition, actives largely listed as inhibitors | 0.043% of 380,000 active; further: potency means the concentration at half of the fitted maximal effect; on the % scale 0 is the no-effect control and ±100 the full control effect; nearly all actives have a fitted effect of over 60% in size
#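 Luminescent ATP detection (Kinase-Glo Plus) follows a 60-minute room-temperature incubation, with wells lacking PGK as controls. Buffer: 100 mM TEA (pH 7.6), 5 mM MgCl2, 0.01% Tween-20. Coupling enzyme GAPDH (100 nM final) supplies unstable 1,3-BPG in-well.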
# ERG-DNA inh – blocks human ERG Ets domain binding to DNA. P11308. fluorescence polarization, His-ERG Ets domain / labelled DNA. Potency, µM (highest dose often 76.9 µM), without a hit: at the highest dose FP activity, negative = inhibition, actives largely listed as inhibitors. 0.028% of 370,000 active. AID 624246; active means well fitted inhibition curve with a large enough effect in the polarisation, with a control signal flat; inconclusive means small, poorly fitted or top-dose-only effect, or effect the other way, or a change in a side signal; inactive means no such curve, though single readings can be large or run the other way; the % refers to the polarisation;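 further: polarization taken with two DNA probes labelled with fluorescein and Texas red; potency means the concentration at half of the fitted maximal effect; % of control where 0% means no effect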
#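 His-tagged ERG Ets domain (1 uM in the protein solution; 300mM KCl, 50mM Tris-HCl, 1mM EDTA, 1mM DTT, pH 7.5) received compound, then a probe mix of 5 nM fluorescein-DNA and 100nM Texas-615-DNA. Fluorescence polarization was read for both dyes.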
# PI4K2A inh – inhibitors of human PI4K2A; activity change, negative = inhibition, % at 76.9 µM; purified PI4K2A, ADP-Glo luminescence, 1 h; hits give low values; AID 1346378; 0.13% of 420,000 active; Q9BTU6; in the data active means activity change below about -50%; inconclusive means mostly about -30% to -49%;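 further: -100% = wells without enzyme as full effect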
#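 PI4K2A activity was measured by ADP-Glo luminescence: enzyme (4 ug/mL stock) and phosphatidylinositol (1.2 mM stock) in Tris pH 7.5/MgCl2/EGTA/Triton X-100 buffer were reacted with ATP (300 microM stock) for one hour at ambient temperature.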
# G9a inh – G9a (human) methyltransferase inhibition; 8.8% of 350,000 active; Q96KQ7; Potency, µM (highest dose often 102 µM), for the others: top-dose activity, negative = inhibition, actives largely listed as inhibitors; G9a H3K9 monomethylation, AlphaScreen, 2 h; further: potency means the concentration at half of the fitted maximal effect; on the % scale 0 is the no-effect control and ±100 the full control effect; nearly all actives have a fitted effect of over 75% in size
# Target sequence (Q96KQ7 913-1193 limits assumed): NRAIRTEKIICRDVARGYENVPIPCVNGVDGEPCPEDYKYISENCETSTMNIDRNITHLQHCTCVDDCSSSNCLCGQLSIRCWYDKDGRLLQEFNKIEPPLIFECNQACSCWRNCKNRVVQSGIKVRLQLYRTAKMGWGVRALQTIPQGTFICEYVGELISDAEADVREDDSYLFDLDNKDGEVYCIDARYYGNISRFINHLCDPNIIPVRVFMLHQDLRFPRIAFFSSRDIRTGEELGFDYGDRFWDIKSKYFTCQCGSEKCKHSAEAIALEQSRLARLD
#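 Signal arises when biotinylated H3K9 peptide, once monomethylated, bridges streptavidin donor and antibody-captured acceptor beads. Enzyme at 20 nM was preincubated 15 min with test compounds; peptide 500 nM and SAM 20 uM then reacted for 2 h.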
# GLS inh – inhibitors of human glutaminase (GLS). GLS enzymatic activity, qHTS titration. Potency, µM (doses to about 45.5 µM), without a hit: at the top dose activity change, negative = inhibition, hits mostly inhibitors. 0.21% of 410,000 active. AID 624170; further: potency means the concentration at half of the fitted maximal effect; on the % scale 0 is the no-effect control and ±100 the full control effect
#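 hKGA in 45 mM KH2PO4 pH 8.2, 0.02% Tween-20 with pin-transferred compounds; 1 mM L-glutamine (stock) plus glutamate oxidase/HRP/Amplex Red coupling added. Fluorescence read initially and after 30 min at RT.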
# Pin1 inhibitor – blocks the human prolyl isomerase Pin1; Q13526; Pin1 FP peptide displacement, HiFluor488, 10 min; Potency, µM (doses to about 115 µM), for the others: at the top dose activity, negative = inhibition, actives largely listed as inhibitors; 0.009% of 390,000 active; AID 504891; active means well fitted inhibition curve with a large enough effect in the polarisation, with a control signal flat, not every such curve was filed as active; inconclusive means small, poorly fitted or top-dose-only effect, or effect the other way, or a change in a side signal; inactive means no such curve, though single readings can be large or run the other way; the % refers to the polarisation; further: potency means the concentration at half of the fitted maximal effect; on the % scale 0 is the no-effect control and ±100 the full control effect
# Target sequence (Q13526 whole entry, looked up): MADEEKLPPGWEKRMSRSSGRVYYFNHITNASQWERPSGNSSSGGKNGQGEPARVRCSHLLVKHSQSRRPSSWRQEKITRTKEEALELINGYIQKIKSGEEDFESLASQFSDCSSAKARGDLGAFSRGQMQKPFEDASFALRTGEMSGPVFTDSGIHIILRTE
# * marks the source's active call; other numbers are inactive results; i = inactive; ? = inconclusive; . = not tested or not shown; & = joins results of further samples; [ ] = remark or other dose. Unless noted, the call rests on the fitted dose curve; in most records, active means well fitted curve in the direction sought with a large enough effect; inconclusive means small, poorly fitted or top-dose-only effect, or another doubt; inactive means no such curve, though single readings can be large; an effect the other way counts as inactive or inconclusive.
SMILES,JMJD2A Tudor inh,BAZ2B block,HP1b binding inh,PGK inhibitor,ERG-DNA inh,PI4K2A inh,G9a inh,GLS inh,Pin1 inhibitor
CC1(C)SC(=S)N(/N=C/c2ccc(O)cc2)C1N(O)C(=O)Nc1ccc([N+](=O)[O-])cc1 (stereo unspecified),?,-38%,-14%,-3%,5%,-9,4%[59 µM],3%,-3%
COc1ccc(OC)c(NC(=O)c2oc3ccccc3c2NC(=O)C2CC2)c1,-12%,-1%,30%,6%,-3%,-1,84%[activator],7%,0%
Cc1cc(C(=O)CSc2cccc[n+]2[O-])c(C)n1-c1ccccc1,-25%,?,16%,i,7%,1,?,-10%,1%
COc1cc(C(=O)Nc2ccc(C(N)=O)cc2)c([N+](=O)[O-])cc1OC,-7%,7%,27%,-1%,-6%,10,-2%,-2%,1%
COc1cccc(NC(=O)c2cccc(C(=O)Nc3cccc(OC)c3)c2)c1,-14%,-26%,2%,-2%,1%,1,-19%,1%,-4%
COc1ccc(CC(NC(C)=O)C(=O)NC2CCN(C(=O)C3CCCCC3)CC2)c(OC)c1 (stereo unspecified),-4%,-12%,32%,-1%,-4%,-1,-6%,0%,-1%
O=S(=O)(Nc1cccc2c1CCCC2)c1ccc(Cl)cc1,38%[activator],0%,69%[activator],-10%,-2%,-15,0%[59 µM],2%,6%
CCOC(=O)c1ccccc1NC(=O)c1ccc2c(Cl)c3c(nc2c1)CCC3,-17%,1%,22%,-4%,17%,-2,-5%[59 µM],-9%,-3%
O=S(=O)(c1ccccc1)c1nc(Cc2ccccc2)oc1N1CCOCC1,-26%,-3%,-10%,4%,-8%,6,7.1µM*,14%,-15%
Cc1nc(N2CCCC2)ncc1C(=O)NCc1ccc(F)cc1,-6%,-10%,8%,.,-5%,0,1%[59 µM],0%,2%
CC1(C)CC(=O)C2=C(C1)OC1=C(C(=O)CC(C)(C)C1)C2c1ccc(O)cc1O,-25%,?,2%,3%,-3%,12,2.8µM*,40%[activator],4%
c1ccc(C2c3[nH]c4ccccc4c3CCN2Cc2cccn2-c2ccccn2)nc1 (stereo unspecified),?,20µM*,-9%,5%,-1%,-1,?,9%,-5%
CC(=O)Nc1cccc(NC(=O)C(C)N2c3cccc4cccc(c34)S2(=O)=O)c1 (stereo unspecified),-21%,-1%,13%,-4%,10%,-6,?,6%,0%
COc1ccc(NC(=S)Nn2cnnc2)c(OC)c1,?,?,?,0%,-5%,-5,5µM*,0%,-1%
CCOc1cc(/C=C2/C(=N)N3C(=NC2=O)SN=C3S(C)(=O)=O)ccc1OS(=O)(=O)c1ccccc1,?,?,-7%[57 µM],-5%,19%,6,.,23%,-2%
O=C(COC(=O)c1cccs1)Nc1cccc(Cl)c1,1%,4%,38%[activator],i,-8%,-2,15%[59 µM],-4%,-1%
O=C(O)CN1CCN(CC(=O)O)CCN(CC(=O)O)CCN(CC(=O)O)CC1,2%,18%,53%[activator],0%,0%,0,?,1%,0%
Cc1ccc(NC(=S)/C(=C(\[O-])c2ccc(Cl)s2)[n+]2cccc(CO)c2)cc1C,50µM*,12%,?,-7%,2%,5,45µM*,1%,0%
O=C(COC(=O)c1ccc(S(=O)(=O)NCc2ccco2)cc1)NC1CCCCCC1,?,?,3%,-11%,-22%,0,?,0%,13%
O=C(CO/N=C\c1ccccc1)Nc1ccccc1C(=O)N1CCOCC1,6%[57.1 µM],6%,43%[activator],3%,1%,-3,2%[59 µM],4%,-2%
O=S(=O)(NCCc1csc(-c2cccnc2)n1)c1ccc2c(c1)OCCO2,7%,9%,28%,-2%,-4%,0,?,-3%,-2%
Cc1ccc(Cl)cc1N1CCN(C(=O)CCS(=O)(=O)c2ccc3c(c2)oc(=O)n3C)CC1,-14%,-2%[57.1 µM],4%,5%,-19%,1,-33%[59 µM],15%,15%
O=[N+]([O-])C(/C=C(\Cl)[N+](=O)[O-])=C1N(Cc2ccc(Cl)nc2)CCN1Cc1ccc(Cl)nc1,-17%,-32%,13%,-3%[11.5 µM],.,-5,-19%,8%,?
O=C(c1cc(=O)c2ccccc2o1)N1CCN(c2ccccc2)CC1,-10%,.,34%,i,4%,3,-7%,-9%,-8%
CCOC(=O)C1CCN(C(=O)c2cc3c(=O)n4ccccc4nc3n2C)CC1,-5%,-1%,24%,5%,0%,4,1%,3%,4%
Cc1cc(C(=O)N2CCCc3ccccc32)ccc1[N+](=O)[O-],-35%,-13%,-7%,i,9%,8,.,4%,1%
O=C(Nc1cccc(Cl)c1Cl)C1CCN(c2ncccn2)CC1,-4%,-5%,26%,-1%,-1%,5,-5%[59 µM],-1%,3%
COc1ccc(/C=N/NC(=O)c2cc(C)oc2C)cc1OCc1ccccc1,-27%,-25%,13%,-1%,-11%,-6,-3%,-18%,26%
COc1ccc(-n2c(SCC(=O)N/N=C(\C)c3cccnc3)nc3ccccc3c2=O)cc1,-6%,-1%,21%,1%,13%,1,.,-12%,8%
Cc1ccc(N(CC(=O)NCc2ccc3c(c2)OCO3)S(=O)(=O)c2c(C)noc2C)cc1,-5%,10%,39%[activator],-1%,4%,0,-5%,0%,3%
COc1ccc(C(=O)C2CCCN(Cc3nc4ccccc4nc3C)C2)cc1OC (stereo unspecified),-17%,-14%,65%[activator],-1%,35%[activator],-2,?,-5%,14%
CC(=O)c1cccc(NC(=O)C(Cc2ccccc2)NS(=O)(=O)c2ccc(Br)s2)c1 (stereo unspecified),-23%,2%,38%,-2%,5%,-1,7%[59 µM],-5%,21%
CC(=O)c1ccc(NC(=O)CCCSc2nc(-c3ccco3)cc(C(F)(F)F)n2)cc1,-19%,-18%,36%,4%,1%,3,-33%[59 µM],1%,29%
O=[N+]([O-])c1ccc(COc2ccc(CN3CCCCC3)cc2)cc1,-35%,.,12%,3%,4%,-6,.,-1%,-9%
O=C(Nc1cc(Br)c(O)c(Br)c1)c1cccc(NC(=O)c2ccco2)c1,-29%,50µM*,9%,-5%,4%,-10,40µM*,5%,2%
CC(CO)NS(=O)(=O)c1ccc(Br)cc1F (stereo unspecified),-14%,.,19%,0%,-3%,0,.,-23%,0%
CCCc1nnc(NC(=O)CNc2ccc(F)cc2)s1,-11%,5%,25%,-4%,-7%,-8,28%,11%,-1%
CCS(=O)(=O)c1ncc(CO)n1CCc1ccccc1,-13%,1%,19%,-8%,8%,-3,20%,1%,1%
Cc1ccc(OCC(=O)Nc2ccc(Cl)c(-c3nc4ncccc4o3)c2)c(C)c1,-21%,-10%,54%[activator],5%,1%,3,-6%[59 µM],-4%,26%
O=S(=O)(c1ccccc1F)N1CCN(Cc2cc3c(cc2Br)OCCO3)CC1,1%,-3%,35%,-6%,.,4,-6%[12.7 µM],-15%,13%
COCCN(C(=O)COC(=O)COc1ccc2ccccc2c1)c1c(N)n(Cc2ccccc2)c(=O)[nH]c1=O,-15%,.,10%,i,-19%,-4,.,7%,?
Cc1ccc2c(CC(=O)N3CCN(c4ccccc4)CC3)coc2c1,-32%,-22%,10%,0%,-5%,1,-10%,13%,6%
O=C(CBr)Nc1c2c(nn1-c1ccccc1)CSC2,-27%,-15%[57.1 µM],34%[57 µM],-4%,?,-5,22µM*,3%,3%
CC1(C)C(=O)OC(C(=O)c2ccccc2)C(C)(C)C1=O (stereo unspecified),-8%,25%,21%,-4%,2%,-3,25%,6%,-2%
N#Cc1nc(-c2ccc(OCc3ccc(Cl)cc3)cc2)oc1N1CCC(C(N)=O)CC1,-20%,-4%,7%,.,.,3,-2%[59 µM],-1%,-1%&0%
OCC1(Cc2ccccc2Cl)CCN(C/C=C/c2ccccc2)CC1,-30%,-9%,19%,-5%,4%,4,.,1%,1%
CCOC(=O)N1CCN(C(=S)NC(=O)c2cncc(Br)c2)CC1,-14%,-30%,-11%,9%,4%,-4,4µM*,7%,5%
Cc1cc(C)c(NC(=O)c2c(C)oc3c2C2=NCCN2C=N3)c(C)c1,-25%,-10%,21%,0%,1%,-2,-14%[59 µM],-22%,-9%
COc1cc2cc(C(=O)N3CCc4ccccc4C3)[nH]c2cc1OC,1%,-11%,79%[activator],i,1%,8,14%,-1%,-3%
CC(C)c1nnc(NC(=O)c2cccnc2)s1,-2%,-6%,8%,-3%,-3%,6,-35%[59 µM],3%,-7%
O=C(CCN1C(=O)C2C3C=CC(C3)C2C1=O)N1CCCCC1 (stereo unspecified),-10%,-2%,56%[activator],-4%,13%,10,4%,-7%,1%
C=CCNc1cc(F)ccc1S(=O)(=O)NCC=C,-17%,.,24%,-7%,3%,4,.,0%,-1%
CCOc1ccc(-c2n[nH]c(C)c2-c2ccccn2)c(O)c1,-10%,.,37%,6%,2%,-1,?,20%,3%
COc1nc(N2CCCCCC2)nc(N2CCCCCC2)n1,27%,37%,108%,6%,-9%,4,62%[activator][59 µM],-5%,-7%
COc1cccc2c1Oc1ncccc1N(c1ccc(C(=O)NCc3ccccc3C)s1)C2,-13%,3%,17%,i,-1%,-3,8%[59 µM],3%,33%[activator]
COc1cccc2sc(=NC(=O)CS(=O)(=O)c3ccc(F)cc3)n(C)c12,-6%,-4%,15%,-10%,12%,-4,-48%,2%,2%

# Compound activity: PubChem BioAssay, National Center for Advancing Translational Sciences (NCATS)
